EBV gp42 inh: EBV gp42 inhibition | AID 1085 | 220,000 tested, 0.42% active | Fluorescence polarization binding assay, mP read-out | Q1HVG2 | inhibition, % (tested at 21.74 µM); in the data active means inhibition above about 50%
Target sequence (Q1HVG2 whole entry, looked up): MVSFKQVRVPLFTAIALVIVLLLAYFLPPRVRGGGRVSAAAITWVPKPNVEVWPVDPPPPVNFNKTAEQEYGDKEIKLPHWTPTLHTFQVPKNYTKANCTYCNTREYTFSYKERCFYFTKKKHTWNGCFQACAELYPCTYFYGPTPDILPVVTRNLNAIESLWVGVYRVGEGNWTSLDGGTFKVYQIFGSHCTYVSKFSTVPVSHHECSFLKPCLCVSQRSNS
p97 ATPase inh: inhibitors of human p97 ATPase; recombinant p97 ATPase, Kinase-Glo ATP luminescence, 3 h; AID 1481; inhibition, % at 8 µM; P55072; 220,000 tested, 0.42% active; in the data active means inhibition above about 15%;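 further: 0% = DMSO vehicle and 100% = wells lacking enzyme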
Furin inhibitor: human furin inhibition; P09958; purified furin, fluorogenic substrate cleavage; inhibition, % at 30 µM; 220,000 tested, 0.061% active; in the data active means inhibition above about 25%; further: inactives centre near -15
Target sequence (P09958 108-714 limits assumed): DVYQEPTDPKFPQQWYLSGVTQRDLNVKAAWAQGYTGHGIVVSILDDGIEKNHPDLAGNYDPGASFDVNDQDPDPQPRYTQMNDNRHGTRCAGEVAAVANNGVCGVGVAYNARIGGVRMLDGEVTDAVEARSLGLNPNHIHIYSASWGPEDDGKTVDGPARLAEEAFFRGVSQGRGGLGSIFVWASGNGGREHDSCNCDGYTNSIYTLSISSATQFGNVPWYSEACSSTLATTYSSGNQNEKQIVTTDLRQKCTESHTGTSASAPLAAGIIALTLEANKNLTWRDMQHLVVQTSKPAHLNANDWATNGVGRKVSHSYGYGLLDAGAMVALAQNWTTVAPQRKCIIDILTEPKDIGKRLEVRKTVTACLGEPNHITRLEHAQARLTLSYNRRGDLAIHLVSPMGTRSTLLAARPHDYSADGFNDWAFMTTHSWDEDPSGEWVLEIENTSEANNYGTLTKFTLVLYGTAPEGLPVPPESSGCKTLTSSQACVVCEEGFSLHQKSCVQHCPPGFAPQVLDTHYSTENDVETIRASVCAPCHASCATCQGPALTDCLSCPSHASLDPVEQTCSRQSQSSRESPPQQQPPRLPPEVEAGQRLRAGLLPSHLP
RBBP9 inhibitor: human RBBP9 hydrolase inhibition | O75884 | recombinant RBBP9, FP-Rh probe fluorescence polarization | inhibition, % at 7.94 µM | 220,000 tested, 0.2% active;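 active means inhibition above the campaign mean of all tested compounds plus 3 SD, cut at about 14% in these data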;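 further: plate controls were DMSO wells with RBBP9 for no effect and wells lacking RBBP9 protein for full effect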
Target sequence (O75884 whole entry, looked up): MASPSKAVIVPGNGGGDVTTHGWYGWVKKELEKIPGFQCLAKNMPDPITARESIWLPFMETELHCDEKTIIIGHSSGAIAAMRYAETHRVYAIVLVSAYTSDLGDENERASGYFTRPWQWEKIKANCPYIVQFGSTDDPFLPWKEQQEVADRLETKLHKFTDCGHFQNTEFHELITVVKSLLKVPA
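Measured by: FP readout at 525/598 nm; material: recombinant human RBBP9; also added: Serine-hydrolase probe FP-Rh, 375 nM pre-mixing; medium: Tris buffer pH 8.0, NaCl, Pluronic; replication: one well per compound; doses: one concentration, 7.94 µM nominal, 0.794% DMSO; timing: preincubation 30 min plus labeling 45 min at 25 °C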
Runt-CBFb FRET: blocks binding of human RUNX1 Runt domain to CBFb | Q01196+Q13951 | Cerulean-Runt/Venus-CBFb FRET ratio 530/480, 1 h | inhibition, % at 20 µM | 220,000 tested, 0.46% active | AID 1496;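 active means inhibition over about 50% at 20 µM in the single-dose screen, limit read from the data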;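 further: 0% = DMSO wells and 100% = excess unlabeled CBFb competitor control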
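test system = Cerulean-Runt domain fusion protein, energy donor | probe or stimulus = Venus-CBFb binding partner, 100 nM | incubation = two 1 h room-temperature incubations shielded from light | detection = fluorescence energy transfer, 422 nm excitation, 530/480 nm emission | measure = loss of energy transfer signal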
NCF1 inh: inhibitors of human p47phox binding; P14598; p47phox/p22phox peptide binding, fluorescence polarization, 2 h; inhibition, % at 24.7 µM; 220,000 tested, 0.53% active; AID 1274;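 active means inhibition above about 30%, limit read from the data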;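 further: 0% = p47phox with labelled peptide and 100% = labelled peptide alone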
Runt-SMMHC FRET: inhibitors of human RUNX1 Runt domain binding to CBFb-SMMHC | Q01196+Q13951 | Cerulean-Runt/Venus-CBFb-SMMHC FRET ratio 530/480, 1 h | inhibition, % at 20 µM | 220,000 tested, 0.74% active | AID 1434;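 active means mean inhibition across duplicate retests at 20 µM reaching about 50%, limit read from the data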;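 further: 0% = DMSO wells and 100% = wells with excess untagged CBFb-SMMHC; inhibitors lower the FRET ratio by blocking Runt binding to CBFb-SMMHC; some results filed as inactive read as strong as hits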
m-calpain inh: calpain II (pig) inhibition; inhibition, % at 16 µM; purified calpain II, fluorogenic peptide substrate, 30 min; 220,000 tested, 0.37% active; AID 1236;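 active means inhibition above about 50%, limit read from the data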
TbHK1 inh: T. brucei hexokinase 1 inhibition; recombinant TbHK1, G6PDH-coupled NADH A340; inhibition, % at 10 µM; 220,000 tested, 0.11% active;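 active means inhibition of 50% or more in the single-dose primary screen; inactive means inhibition below 50%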
The depositor's hits bear a star; . = no result given; [ ] = dose if it differs, or a comment. The order is random; overall some 2.7% were active at least once.

mol,NCF1 inh,Runt-SMMHC FRET,EBV gp42 inh,RBBP9 inhibitor,p97 ATPase inh,Furin inhibitor,Runt-CBFb FRET,m-calpain inh,TbHK1 inh
COC(=O)c1cc2occc2n1Cc1nc(-c2ccccc2Cl)oc1C,-9,-3,-13,-6,4,-21,-4,-12,3
O=C(Nc1nonc1-c1ccc(Cl)cc1)c1ccccc1,-13,-1,-13,-2,4,7,-2,-14,4
CC(C)(C)NS(=O)(=O)c1ccc(NS(=O)(=O)c2ccc(F)cc2)cc1,-6,3,-7,-4,2,1,-1,14,15
NC(=O)c1ccsc1N,-3,-1,9,3,0,-26,8,-48,-12
O=C1C(NS(=O)(=O)c2ccc(Cl)cc2)=C(N2CCCCC2)C(=O)c2ccccc21,8,-46,0,-8,8,-18,2,-6,3
COCCNC(=O)C(c1cccs1)N(CCc1ccccc1)C(=O)Cn1nnc2ccccc21 (stereo not given),-1,-5,-9,-9,-5,-20[20 µM],0,33,2
Cn1c(=O)n(Cc2ccc(Cl)cc2)c2ccccc21,-11,14,11,-7,-2,-25[20 µM],2,22,-3
COc1cc2c(cc1OC)CN(CC(=O)Nc1ccc(Cl)c(S(=O)(=O)N(C)C)c1)CC2,-2,0,-12,-3,2,-23,-3,-50,-4
CCN(CC)C(=O)CSc1nc2ncc(Br)cc2[nH]1,-3,-1,-15,0,0,-8,-1,-9,-7
NC(=O)CN1C(=O)C(O)(CC(=O)/C=C\C=C\c2ccccc2)c2ccccc21 (stereo not given),-9,-4,-7,0,-3,16,-2,-1,-30
CC(C)=CCN1CCN(Cc2ccc3nsnc3c2)CC1CCO (stereo not given),-13,-2,-11,-3,-1,-22,0,-5,-8
COCCN(CCOC)S(=O)(=O)c1ccc(C(=O)Nc2nc(-c3ccncc3)cs2)cc1,-4,3,-19,-5,-2,-21,3,-51,-20
CCCOC(=O)Nc1ccc(C(N)=O)cc1,-6,0,-25,-9,7,-30,-2,-3,5
COc1ccc(O)c(C(=O)c2cc(C#N)c(=O)n(-c3ccc(Cl)cc3)c2)c1,-15,-14,-1,0,8,-21,-4,-29,-26
O=c1c2ccccc2ncn1CCCCOc1ccc(Br)cc1,-10,-3,-10,2,2,-34,-5,14,5
Cc1cccc(NS(=O)(=O)c2c(C)noc2C)c1,-1,-2,-35,-7,3,-28,-2,-2,-3
Cc1cc(=O)n2[nH]c(NCc3c(F)cccc3Cl)nc2n1,1,1,-7,-6,3,-17,0,-9,-8
O=C(Nc1cnn(Cc2ccc(Cl)cc2)c1)c1cnccn1,-35,3,-9,-5,-4,-17[20 µM],0,-40,-15
O=C(NCCCO)C(=O)NCCc1ccc(Cl)cc1,-11,-1,-18,-1,4,-2,-2,-11,30
CCCC(=O)Nc1ccc(NC(=O)c2ccccn2)cn1,-3,-2,-5,1,-2,-12,1,-20,-11

Some of these compounds in order of number of heavy atoms, rising:
mol,NCF1 inh,Runt-SMMHC FRET,EBV gp42 inh,RBBP9 inhibitor,p97 ATPase inh,Furin inhibitor,Runt-CBFb FRET,m-calpain inh,TbHK1 inh
CCCOC(=O)Nc1ccc(C(N)=O)cc1,-6,0,-25,-9,7,-30,-2,-3,5
CCN(CC)C(=O)CSc1nc2ncc(Br)cc2[nH]1,-3,-1,-15,0,0,-8,-1,-9,-7
O=C(Nc1nonc1-c1ccc(Cl)cc1)c1ccccc1,-13,-1,-13,-2,4,7,-2,-14,4
COc1cc2c(cc1OC)CN(CC(=O)Nc1ccc(Cl)c(S(=O)(=O)N(C)C)c1)CC2,-2,0,-12,-3,2,-23,-3,-50,-4

(more compounds)
mol,NCF1 inh,Runt-SMMHC FRET,EBV gp42 inh,RBBP9 inhibitor,p97 ATPase inh,Furin inhibitor,Runt-CBFb FRET,m-calpain inh,TbHK1 inh
N#Cc1sc2nc(-c3cccs3)cc(-c3ccccc3)c2c1N,-24,21,-1,-11,8,-9[20 µM],9,-411,-9
Cc1cc(C)cc(NC(=O)c2ccccc2NC(=O)CCC(=O)O)c1,4,8,3,0,3,-21,1,-14,7
CCC(=O)N(Cc1ccco1)c1nc(-c2ccccc2)cs1,1,3,7,-5,3,-14,0,14,35
Clc1ccc(SCCCN2CCCCC2)cc1,8,-7,-6,3,7,-14,0,16,2
Cn1nc(C(F)(F)F)c2cc(C(=O)Nc3ccc(F)cc3)sc21,-12,-5,-19,-4,3,-19,1,-6,-4
Cc1ccc(-n2cnc(N)c2C(=O)c2cccc([N+](=O)[O-])c2)cc1,-12,-1,-7,-10,11,-16,-1,-9,-26
COCCNC(=O)c1ccc(NC(C)=O)cc1,1,3,-6,2,-3,-11[20 µM],1,1,-2
Nc1ccc(S(=O)(=O)NNC(=O)C(=O)NNc2ccccn2)cc1,-8,0,-2,-5,-6,-9[20 µM],5,13,3
CCCCCCNC(=O)c1c(N)n(/N=C/c2ccco2)c2nc3ccccc3nc12,.,.,.,-3,-2,-3[20 µM],.,.,-30
COC(=O)C1=C(C(=O)OC)[C@@H]2N(C)c3ccc(OC)cc3[C@@]23C[C@@H](C(=O)OC)N=C3N1,2,4,-9,.,.,-31,3,-15,-20
COc1ccccc1NC1=NC2(CCCC2)N=C(N)N1,-12,1,-19,-7,2,-11[20 µM],0,0,0
CC1=NN(C(=O)c2ccccc2Cl)C(O)(c2cccnc2)C1 (stereo not given),6,-5,-14,-6,4,-11,2,13,0
CC1CCCC/C1=N\Nc1ccc(S(N)(=O)=O)cc1[N+](=O)[O-] (stereo not given),-14,-4,-10,-8,6,-16,-8,10,-2
Cc1c(C(=O)NCCC2=CCCCC2)cccc1[N+](=O)[O-],4,-3,-3,-1,8,-12[20 µM],-3,-16,-9
COc1cccc2cc(C(=O)N(Cc3ccccc3)CC3CCCO3)c(=O)oc12 (stereo not given),-6,-4,-12,2,-6,-17[20 µM],1,-22,-10
Cc1ccc(N2C(=O)CC(Cn3nc(C)cc3C)C2=O)cc1 (stereo not given),-7,0,-22,0,0,-19,-1,-12,0
CC(/C=C/c1ccc(N(C)C)cc1)=N/N=C1/NC(=O)CC(C(=O)Nc2ccc(Cl)cc2)S1 (stereo not given),-173,-30,-50,-2,2,-9,-13,-75,-17
O=C(NC1CC1)C1=C[C@@H](c2ccc3c(c2)OCO3)C[C@@H](OCc2ccc(CO)cc2)O1,.,2,-4,-4,5,-31,0,-16,-2
Cc1ccc(CC(=O)N(Cc2ccccc2)c2ccccn2)cc1,3,1,2,-4,1,-23,1,16,3
CCOc1cnn(Cc2ccccc2)c(=O)c1SCc1ccccc1,-8,6,-4,-2,-6,-15,-2,7,-6
Cc1cc(C)nc(NC2=NCCN2C(=O)NC2CCCCC2)n1,-6,1,-8,10,-1,6[20 µM],0,-8,-7
Cc1cc(C)n2c(SCC#N)nnc2n1,-11,-6,-11,-10,6,-23,0,-21,6
COc1ccc(NC(=O)c2cc(C)nc3ccccc23)cc1S(=O)(=O)Nc1ccccc1Cl,-5,0,-3,0,5,-27,-7,-12,-1
Cc1ccc2c(n1)sc1c(N)ncnc12,-3,130,-18,3,-2,-13,2,-66,3
COc1ccc(CC2(CO)CCN(Cc3c(C)nn(C(C)C)c3C)CC2)cc1,-3,4,-15,-6,5,-27,1,-8,9
CCc1ccc(OCCCC(=O)NCc2ccccc2)cc1,-2,-4,10,1,-1,-18,-1,15,4
C#CCNC(=O)C1=C[C@H](c2ccc3c(c2)OCO3)C[C@H](OCc2ccc(CO)cc2)O1,-15,-3,-6,0,1,-28,3,-25,-11
Cc1cc(Cl)nc2c(C(C)C)cccc12,4,-1,-14,-9,-5,-23,-1,22,3
CC(C)N(C)S(=O)(=O)c1ccc(Cl)c(C(=O)O)c1,2,-2,-2,2,2,-25,-2,4,1
c1ccc(-n2nc3c(ccc4cnnc43)[nH]2)cc1,-11,-1,-4,1,2,-34,-2,-284,-11
Cc1cccc(NC(=O)c2cc3ccccc3nc2C)c1,-14,-3,-31,-4,-4,-19,-1,15,5
CCn1c(=O)oc2cc(NC(=O)CCl)ccc21,-5,2,2,-6,1,-27,0,-18,-9
COc1ccc(N2CCN(Cc3nnc(-c4ccccc4)o3)CC2)cc1,-5,1,0,-4,-3,-14,1,11,-5
COC(=O)CN(C#N)c1nc(SC)nc(N(C)C)n1,-3,-5,-6,-1,0,-12[20 µM],-1,-16,-1
CS(=O)(=O)N1CCC(C(=O)Nc2cc(Cl)ccc2Cl)CC1,6,-2,-7,-1,-1,5,1,27,11
O=[N+]([O-])c1ccc2c(c1)nc1n2CCSC1,-11,0,-13,2,3,-1,0,-2,-28
O=C(Cn1nnc(-c2cccc(C(F)(F)F)c2)n1)NNS(=O)(=O)c1cccc(C(F)(F)F)c1,-5,-4,-10,-5,10,-15,-11,17,0
COc1ccc2nc(SCC(=O)Nc3ccc4sc(C)nc4c3)c(C#N)cc2c1,-4,-2,-21,2,-2,-16[20 µM],-4,-4,-9
O=C(CSc1cccc[n+]1[O-])Nc1c(Br)cc([N+](=O)[O-])cc1Br,-2,4,-4,-7,1,-10,-2,15,-5
CCS(=O)(=O)NCc1cn2ccsc2n1,-5,5,3,-7,0,-19,-1,-51,2
Cc1cc(NC(=O)CCCN2C(=O)/C(=C\c3cccs3)SC2=S)no1,-30,-18,-4,-5,5,-11,-5,14,-6
O=C(Nc1ccc(Oc2ccc3ccccc3c2)cc1)c1ccco1,-28,0,-17,-12,-5,-4[20 µM],2,34,3
CCOC(=O)N/N=C\c1ccc(-c2cc(Cl)ccc2Cl)o1,-15,3,-5,1,-1,-18,0,23,-16
O=C(c1cccnc1)C1CCCN(Cc2nc(Cc3ccccc3F)no2)C1 (stereo not given),6,-1,-6,-6,-5,-3,0,17,4
CC(=O)c1c(C)[nH]c(=S)c(C#N)c1-c1ccc(Cl)cc1,-11,25,-3,-5,-1,3,31,-7,-24
O=C(NCc1ccc(F)cc1)C1CCN(S(=O)(=O)N2CCCC2)CC1,-2,-2,-6,1,-5,-12,0,32,11
COc1ccccc1C(=O)C1CCCN(C(=O)c2ccc3c(c2)OCCO3)C1 (stereo not given),1,2,-6,1,1,-37,0,-26,4
N#CCCn1cc(C(=O)N2CCCCC2)c(-c2cccc([N+](=O)[O-])c2)n1,-11,3,-9,1,6,-20,1,-21,2
CC(C)c1ccc(Oc2cccc(C(=O)/C(C#N)=C/N(C)C)c2)cc1,-31,1,-11,-12,3,-18[20 µM],-4,17,-12
Cc1ccc(S(=O)(=O)N2CCN(C(=O)CSc3nc4ccccc4c(=O)[nH]3)CC2)cc1,-91,.,-35,-11,3,-27,.,-26,-1
CCOc1ccccc1N1CC(C(=O)NCCc2ccc(S(N)(=O)=O)cc2)CC1=O (stereo not given),0,-4,-10,0,1,-13[20 µM],-2,-8,-6
O=S(=O)(Cc1cc(-c2ccccc2)no1)c1ccccc1,-18,3,-3,-1,-2,-13,1,12,7
COCC1CCCN(Cc2nc(-c3ccc4c(c3)OCO4)no2)C1 (stereo not given),6,2,-3,-1,-2,-14,1,22,-1
Cc1cc(C)n2cc(CSc3nncn3C)nc2n1,0,2,-7,-6,3,-17,1,-265,-5
OCCCNCc1cccc2ccccc12,-3,-6,-1,-4,1,-27,4,31,3
